Screening results from PubChem BioAssay.
Shiga toxin inh – blocks Shiga toxin action in Vero cells. AID 2315. inhibition, % at 38.7 µM. Vero cells, Shiga toxin protein synthesis inhibition reporter. actives 9.2% (n = 290,000); in the data active = inhibition mostly above about 28%, no sharp cut-off; inactive = mostly below about 43%; note: 0% is about no effect
CHX counter – affects cycloheximide protein synthesis inhibition readout, counter-screen. actives 12% (n = 300,000). AID 2314. cell reporter, cycloheximide protein synthesis inhibition counterscreen. max response, %; in the data active = max response mostly above about 13%, no sharp cut-off; inactive = mostly below about 14%; note: read at 38.3 µM for the half of the compounds with a filed dose; 0% is about no effect
HCMV antiviral – human cytomegalovirus inhibition | activity change, negative = inhibition, % at 57.5 µM | actives 4.5% (n = 410,000) | HFF cells, HCMV-luciferase reporter, 72 h; active compounds read low; in the data active = activity change below about -60%; inconclusive = no clear call, values can overlap the other calls; inactive = above about -39%; note: % is set by controls: 0 for no effect and ±100 for the full control effect
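Two-dose cell screen: HFF monolayers treated with compounds and infected with luciferase-expressing HCMV at 1 PFU/cell, 72 h at 37C, then lysed for luciferase measurement.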
Giardia FBPA inh – inhibitors of Giardia lamblia fructose-1,6-bisphosphate aldolase | AID 2451 | Potency, µM (titrated, usually from 59.6 µM), without a hit: top-dose activity, negative = inhibition, actives largely listed as inhibitors | purified Giardia FBPA | actives 0.71% (n = 290,000) | A8B2U2; note: potency is the fitted concentration of half-maximal effect; % is set by controls: 0 for no effect and ±100 for the full control effect; nearly all actives have a fitted effect of over 55% in size
Target sequence (A8B2U2 whole entry, looked up): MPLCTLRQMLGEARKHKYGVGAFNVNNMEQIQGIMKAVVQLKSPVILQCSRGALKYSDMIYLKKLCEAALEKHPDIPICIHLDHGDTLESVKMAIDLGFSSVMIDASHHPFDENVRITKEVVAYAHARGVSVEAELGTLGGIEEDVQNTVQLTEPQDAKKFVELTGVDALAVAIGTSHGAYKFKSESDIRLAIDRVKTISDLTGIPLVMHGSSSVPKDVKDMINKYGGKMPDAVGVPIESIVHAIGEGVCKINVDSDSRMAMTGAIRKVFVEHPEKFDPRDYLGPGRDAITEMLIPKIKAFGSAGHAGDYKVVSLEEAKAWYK
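Giardia FBPA (40 nM reagent) was preincubated 10 min at RT with compound (up to 57.5 uM final), then substrate plus GAPDH/TPI/NAD/arsenate coupling system with diaphorase/resazurin was added; resorufin fluorescence (525/598 nm) was read after 20 min.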
AMA1-RON2 inh – inhibitors of Plasmodium falciparum AMA1-RON2 interaction; actives 0.2% (n = 360,000); AlphaScreen AMA1-biotinylated RON2 peptide binding; Potency, µM (highest dose often 58.2 µM), for inactives: top-dose activity change, negative = inhibition, actives largely listed as inhibitors;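 note: potency is the fitted concentration of half-maximal effect; 0% = vehicle wells and -100% = peptide control; nearly all actives have a fitted effect of over 45% in size; some results filed as inactive show a strong effect at the top dose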
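AMA1 (3D7) with his tag at 25 nM final met compounds first, then biotinylated RON2 peptide at 25 nM; detection used donor plus acceptor beads, 10 µg/mL apiece, read by AlphaScreen after 30 min at room temperature.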
AmpC inh detg – blocks E. coli AmpC beta-lactamase in detergent assay | P00811 | AmpC hydrolysis of nitrocefin, absorbance 480 nm, 0.01% Triton | Potency, µM (doses to about 114 µM), for the others: at the highest dose activity change, negative = inhibition, hits mostly inhibitors | actives 0.041% (n = 370,000) | AID 485294;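 note: potency is the fitted concentration of half-maximal effect; 0% = no-compound wells and -100% = no-enzyme wells; nearly all actives have a fitted effect of over 25% in size; some results filed as inactive show a strong effect at the top dose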
Target sequence (P00811 whole entry, looked up): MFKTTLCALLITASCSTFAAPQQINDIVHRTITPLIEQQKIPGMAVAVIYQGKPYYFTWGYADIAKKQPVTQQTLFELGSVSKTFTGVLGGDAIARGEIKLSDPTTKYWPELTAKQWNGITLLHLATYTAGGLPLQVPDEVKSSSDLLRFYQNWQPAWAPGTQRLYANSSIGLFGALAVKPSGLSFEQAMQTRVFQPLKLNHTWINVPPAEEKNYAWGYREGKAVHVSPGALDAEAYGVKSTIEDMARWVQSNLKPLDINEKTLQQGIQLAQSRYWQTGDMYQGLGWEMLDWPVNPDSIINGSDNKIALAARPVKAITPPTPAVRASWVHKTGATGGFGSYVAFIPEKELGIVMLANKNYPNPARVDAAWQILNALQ
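20 mM phosphate pH 7.0 + 0.01% (detergent screen) or 0.0001% Triton X-100; 5.3 nM AmpC reagent; cpd preinc 15 min RT; nitrocefin (800 uM stock) to start; A480 q20 s × 4 min; Activity was normalised to no-enzyme and no-compound control wells.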
AmpC no deterg – blocks E. coli AmpC beta-lactamase in detergent-free assay | AmpC nitrocefin hydrolysis, absorbance 480 nm, 0.0001% Triton | Potency, µM (doses to about 57.1 µM), without a hit: at the top dose activity change, negative = inhibition, hits mostly inhibitors | actives 0.52% (n = 330,000) | AID 485341;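 note: potency is the fitted concentration of half-maximal effect; plate controls were no compound for no effect and no enzyme for full effect; nearly all actives have a fitted effect of over 20% in size; some results filed as inactive show a strong effect at the top dose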
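AmpC (5.3 nM in the dispensed reagent) in 20 mM phosphate pH 7.0 with 0.01% (detergent screen) or 0.0001% Triton X-100 was preincubated with compounds for 15 min at room temperature. Nitrocefin was then added from an 800 uM solution, and hydrolysis was followed at 480 nm.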
Active calls of the source: *; ? = inconclusive; / = not tested or not shown; & = joins results of further samples; [ ] = dose if it differs, or a comment. Unless noted, calls come from the whole dose curve; as a rule, active = well fitted curve in the direction sought with a large enough effect; inconclusive = small, poorly fitted or top-dose-only effect, or another doubt; inactive = no such curve, though single readings can be large; an effect the other way counts as inactive or inconclusive.

Below each SMILES – Shiga toxin inh	CHX counter	HCMV antiviral	Giardia FBPA inh	AMA1-RON2 inh	AmpC inh detg	AmpC no deterg
CCCOc1ccc(N2C(=O)CC(SCC(N)C(=O)OCC)C2=O)cc1 (stereo not given)
→ -4	0	31	?	-3%	-2%	0%
Cc1nc(NCCO)c(C#N)c2c1COC(C)(C)C2
→ -3	1	5	1%	-7%	-14%	-22%
COc1ccc(CCC(=O)NNC(=O)c2cc(Cl)ccc2OC)cc1
→ -11	-2	1	2%	76%[activator]	-15%	-14%
O=C(O)c1ccc(NC(=S)Nc2ccccc2)cc1
→ -14	16*	-29	-3%	-6%	-8%	-19%
C=CCNC(=O)/C(C#N)=C/c1ccc(SC)cc1
→ 81*	52*	?	2%	8%	7%	-21%
CCN(Cc1ccc2c(c1)OCCO2)C(=O)CN1C(=O)NC2(CCCCC2)C1=O
→ /	/	-3	/	-11%[11.6 µM]	0%	-18%
O=C(N/N=C/c1ccc(Br)o1)c1cc([N+](=O)[O-])cc([N+](=O)[O-])c1
→ -6	-2	-36	-13%	8%	-5%	-27%
O=P(NS(=O)(=O)c1ccc(Cl)cc1)(Oc1ccccc1)Oc1ccccc1
→ 8	1	8	?	2%	-13%	-12%
CCC(CC)C(=O)Nc1cccc(C(=O)Nc2ccc(S(=O)(=O)Nc3ccc(C)cc3)cc2)c1
→ -5	-4	-97*	0%	25%	-3%	-31%
O=C(O)c1ccccc1-c1nc2ccccc2c(=O)n1O
→ -6	16	?	-26%	29%	?	-9%
CCCN1Cc2cccc(C(=O)NCc3ccc4c(c3)OCO4)c2C1=O
→ -27	-1	-17	-17%	0%	-1%	-19%
CC(=O)Nc1ccccc1NC(=O)CC(C)(C)C
→ -6	-2	77	2%	7%	-5%	1%
CCOC(=O)c1ccc(Nc2nnc3nc(C)cc(C)n23)cc1
→ 9	7	-18	-6%	-2%	-3%	4%
Cc1ccc(C)c(CS(=O)(=O)c2cn(CC(=O)N3CCC(C)CC3)c3ccccc23)c1
→ -8	-5	?	-8%	8%	-3%	26%
CC1(C)CC2CC(C)(CN2C(=O)Cc2ccccc2)C1 (stereo not given)
→ -3	-3	11	2%	10%	-12%	2%
Cc1cccc(C(=O)OC(C)C(=O)NCC2CCCCC2)c1O (stereo not given)
→ /	/	56	/	10%	10%	-21%
Fc1ccccc1Nc1nc(-c2ccncc2)nc2ccccc12
→ -10	-2	35	-13%	0%	-20%	-25%
O=C(NNC(=S)NC(=O)c1ccccc1[N+](=O)[O-])c1ccc(Cl)cc1Cl
→ -5	1	13	30%	83%[activator]	-4%	-32%
O=C(NNc1c(Cl)cc(Cl)cc1Cl)c1cccc([N+](=O)[O-])c1
→ -13	-1	-7	5%	15%	-13%	-40%
Cc1ccc(N=CC2=C(O)CC(C)(C)CC2=O)nc1
→ 12	-1	63	1%	-4%	1%	-4%
CCC1CCCCN1CCCNC(=O)c1ccc2c(c1)NC(=O)CS2 (stereo not given)
→ -3	1	-30	1%	-13%	-5%	-20%
CCN(CC)CCCNC(=O)CSc1nc2c(c(C(F)(F)F)n1)CCc1ccccc1-2
→ -7	-5	5	1%	-10%	2%	70%[activator]
Brc1ccc2nc(N3CCCC3)sc2c1
→ 133*	39*	70	-7%	6%	2%	67%[activator]
COC(=O)c1ccc(CSc2ccc3nnc(-c4ccc(OC)cc4)n3n2)o1
→ -16	6	/	4%	/	6%	-16%
CSc1nnnn1-c1c(C)cccc1C
→ 16	-1	-39	-16%	-3%	3%	-7%
C=CCC(=O)OCCCCCCOc1ccc(C(=O)O)cc1
→ -3	9	24	17%	-4%	-12%	-14%
COCCn1nnnc1C(c1cc2ccc(OC)cc2[nH]c1=O)N1CCN(C2CCCCC2)CC1 (stereo not given)
→ -13	-1	53	-7%	-6%	9%	62%[activator]
O=C(Nc1cccnc1)c1sc(Nc2ccccc2F)nc1-c1ccccc1
→ 40	-7	-11	5%	-1%	1%	-11%
CCN(CC)S(=O)(=O)c1cccc(C(=O)N[C@H](C(=O)OCC(N)=O)C(C)C)c1
→ -13	-2	21	3%	-4%	2%	-16%
COc1ccc([N+](=O)[O-])cc1NCc1ccco1
→ 21	1	?	0%	-5%	6%	-28%
COc1ccc(NC(=O)CSc2nc(O)cc(=O)n2C)cc1
→ -4	1	-23	7%	?	?	-23%
Cn1cccc1CC(=O)N/N=C/c1cccc([N+](=O)[O-])c1
→ 30	4	-11	-9%	8%	-11%	-26%[11.4 µM]
COc1cc(/C=N/NC(=O)c2ccc3c(c2)OCO3)ccc1O
→ 81*	63*	60	-9%	61%[activator]	2%	-21%
O=[N+]([O-])c1cc([N+](=O)[O-])c(Oc2c(Cl)cccc2Cl)cc1NN1CCCCC1
→ -4	-2	-33	-7%	-6%	-8%	-25%
COc1ccc2nc(-c3ccc(N(C)C)cc3)sc2c1
→ 25*	32*	/	-2%	/	/	/
Cc1ccc(S(=O)(=O)N(CC(=O)N=Nc2c(O)[nH]c3ccccc23)c2ccc(C)c(C)c2)cc1
→ -6	-6	-10	10%	-4%	?	-26%
COc1ccc(N2CCN(C(=O)c3cccn4c(=O)c5ccccc5nc34)CC2)cc1
→ -7	5	37	3%	8%	?	-17%
CC(C)NC(=O)C1CCN(C2CCN(Cc3nc(C(C)C)cs3)CC2)CC1
→ 13	-2	-16	0%	0%	-5%	48%
O=C1N[C@@H](Cc2ccccc2)COC(=O)[C@H](Cc2ccc(F)cc2)CC/C=C/C[C@@H]1CC(=O)N(CCO)Cc1ccccc1
→ /	/	15	/	-6%	/	156%[activator]
COCCNC(=O)c1ccc(CSc2nc3ccccc3s2)cc1
→ 73*	43*	17	-10%	-2%	0%	137%[activator]
OC(CN1CCN(Cc2ccc3c(c2)OCO3)CC1)c1c[nH]c2ccccc12 (stereo not given)
→ 2	1	-88*	3%	-9%	-8%	-17%
COc1cc(C)ccc1NC(=O)Cc1csc(NC(=O)Nc2ccccc2OC)n1
→ /	/	-10	/	-26%	0%	-28%
COc1ccccc1N1CCN(C(c2cc3cc(C)ccc3[nH]c2=O)c2nnnn2C2CCCC2)CC1 (stereo not given)
→ -6	-8	-4	?	-4%	?	-1%
O=C(NCc1ccco1)c1ccccc1F
→ 14	-5	9	0%	-4%	0%	-17%
O=C(OCC(=O)N1CCOCC1)c1ccc2c(c1)OCCO2
→ 25	22	22	-5%	9%	-3%	-18%
Cn1c(SCC(=O)NNC(=O)c2ccccc2Br)nnc1C(F)(F)F
→ /	/	32	/	51%[activator]	-18%	-14%
COC(=O)c1cccc(C23CC4(C2)[C@H](CN(Cc2cccnc2)[C@@H]4c2ccccc2)C3c2ccccc2)c1 (stereo not given in full)
→ -2	1	-7	4%&-5%	13%	-8%	122%[activator]
CCOc1ccc(-n2c(SCC(=O)Nc3ccc(OC)cc3)nc3c(c2=O)SCC3)cc1
→ -12	-5	?	2%	0%	-1%	-27%
CC(=O)C1=C(c2ccccc2)OC(N)=C(C#N)C1c1ccccc1F (stereo not given)
→ 16	12	-13	?	1%	-10%	-27%
CSc1ccc(C(=O)C2CCCN(C(=O)c3cc(C)n(C)n3)C2)cc1 (stereo not given)
→ -5	-2	?	5%	-3%	-13%	43%

More records:
Below each SMILES – Shiga toxin inh	CHX counter	HCMV antiviral	Giardia FBPA inh	AMA1-RON2 inh	AmpC inh detg	AmpC no deterg
CN(Cc1ccccc1)S(=O)(=O)c1nnc(NC(=O)c2ccc(F)cc2)s1
→ -6	4	-31	/	7%	-1%	-20%
O=C(Cn1ncc2c(=O)oc3ccccc3c21)NCCN1CCN(c2ccccc2F)CC1
→ 12	3	12	2%	5%	-8%	-16%
C=CCNC(=O)CN(c1ccc(F)c(Cl)c1)S(C)(=O)=O
→ -10	1	25	1%	-6%	-14%	-21%
CCC(C)NC(=O)CN1C(=O)C(CC)Sc2ccccc21 (stereo not given)
→ -6	-2	5	4%	-1%	?	-13%
COC(=O)C1C(=O)c2c([nH]c(C(=O)OC3CCCCCC3)c2C)CC1C (stereo not given)
→ 57*	25*	-11	5%	-16%	?	-18%
COc1cccc(C(=O)NCC(c2cccs2)N2CCOCC2)c1 (stereo not given)
→ /	/	19	/	-12%	-5%	-17%
CCOc1ccc(/C=C2\SC(=S)N(CCC(=O)Nc3ccc(C(=O)O)cc3)C2=O)cc1
→ -7	1	-10	-2%	-3%	7%	-30%
O=C(c1ccc(S(=O)(=O)N2CCCCC2)cc1)N1CCN(c2ccccc2F)CC1
→ 11	7	-27	-5%	-14%	0%	48%
O=C(Nc1ccc2c(c1)CCC2)c1cc(F)cc(F)c1
→ /	/	6	/	22%	-4%	-18%
COc1cccc(CNC2CCCCCCC2)c1OC
→ -3	-1	30	?	-2%	-16%	-22%
O=C(CN1CCOCC1)N/N=C/c1ccc(-c2ccc(Br)cc2)o1
→ 13	10	-30	-6%	3%	4%	25%
Cc1ccc(-c2cc(C(F)F)n3ncc(C(=O)N4CCC5(CC4)OCCO5)c3n2)cc1
→ -3	-6	19	7%	-1%	-7%	123%[activator]
CNC(=O)COC(=O)/C=C/c1cccc(F)c1
→ -2	2	3	7%	13%	-2%	-7%
COC(=O)CNc1nc(Cl)nc(Nc2ccc(Cl)cc2)n1
→ -13	-1	-22	6%	2%	-8%	-24%
CC(C)c1nnc(NC(=O)CCC(=O)Nc2ccc3cn[nH]c3c2)s1
→ 28	-2	157	-5%	19%	2%	-12%
Cc1cc(C(F)(F)F)nn1Cc1n[nH]c(=S)n1-c1cccc(Cl)c1
→ -3	0	1	12%	35%[activator]	2%	1%
O=C(NCc1cccnc1)C(=O)Nc1cc2c3c(c1)CC(=O)N3CCC2
→ /	/	/	/	9%	-8%	-5%
CCOC(=O)c1c(CSC(=N)N)n(-c2ccc(C)cc2)c2cc(Br)c(OC(C)=O)cc12
→ -24	1	24	-1%	-5%	-8%	8%
CC(C)(CO)Nc1nc(N2CCCC2)nc(N2CCCC2)n1
→ -5	-1	5	6%	2%	?	-17%
